CRFR2-BP ag: CRF-BP/CRF-R2 complex agonism | HEK293 CRF-R2/CRF-BP, calcium dye fluorescence (FLIPR); percent of saturating CRF peptide response | activation, % at 13.2 µM | actives 0.46% (n = 350,000);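 active = activation of at least 50%, plus an integration ratio under a set limit after plate pattern correction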;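 note: plate controls were neutral control wells without compound for no effect and CRF at EC100 for full effect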
NS3 helicase inh: HCV NS3 helicase inhibition; NS3 helicase DNA unwinding, Cy5 molecular beacon fluorescence; actives 0.56% (n = 290,000); inhibition, % at 10.9 µM;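 active = inhibition above the mean of all tested compounds plus 3 SD, set per campaign, cut at about 35% in these data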;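 note: 0% = DMSO wells and 100% = thioflavine S control wells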
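Assay system: hepatitis C virus NS3 helicase domain fragment enzyme. Also added: annealed dual-labelled DNA beacon duplex, ATP-started. Timing: 1 h reaction at 25 °C, ATP-initiated. Technique: Cy5 fluorescence at 0 and 60 min, beacon hairpin quenching. Evaluation: % inhibition of unwinding. Replication: one well per compound.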
CRFR2-BP antag: blocks CRF-induced signaling of the CRF-BP/CRF-R2 complex | HEK293 CRF-R2/CRF-BP, CRF-induced calcium fluorescence | inhibition, % at 11.8 µM | actives 0.59% (n = 350,000) | AID 588475;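 active = inhibition of the ligand-induced calcium signal above about 50% at the single tested concentration, limit read from the data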
MEKK2 mut-MEK5: signal of MEK5 binding to mutant human MEKK2 PB1 domain. percent response, % at 10 µM. bead flow cytometry, Alexa488-MEK5 binding to MEKK2 mutant. actives 0.35% (n = 290,000). AID 1530; in the data active = percent response above about 24%, passing the limit was not always enough; note: inactives centre near 1; some results filed as inactive read as strong as hits; reference of the scale not given here
FID counter: displaces DNA intercalator in HCV helicase counter-screen; DNA fluorescent intercalator displacement, fluorescence; inhibition, % at 7.9 µM; actives 0.17% (n = 290,000); AID 1845; in the data active = inhibition above about 37%;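 note: 0% = vehicle and 100% = reference compound; higher means more ethidium bromide displaced from hairpin DNA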
SUMO HTRF inh: blocks human SUMOylation mediated by UBC9. inhibition, % at 35 µM. actives 0.36% (n = 290,000). P63279. HTRF SUMOylation assay, SAE1/SAE2 + UBC9, in vitro; in the data active = inhibition above about 50%, passing the limit was not always enough; inconclusive = no clear call, values can overlap the other calls; note: strong numbers were not always called active
Target sequence (P63279 whole entry, looked up): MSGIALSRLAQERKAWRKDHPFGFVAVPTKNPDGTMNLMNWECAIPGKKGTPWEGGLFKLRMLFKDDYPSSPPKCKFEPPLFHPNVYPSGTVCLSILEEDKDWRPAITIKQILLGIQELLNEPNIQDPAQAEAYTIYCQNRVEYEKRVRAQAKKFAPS
MEKK2wt PB1 HTS: raises or lowers MEK5 binding to wildtype human MEKK2 PB1 domain; Q9Y2U5; bead flow cytometry, Alexa488-MEK5 binding to MEKK2 WT; actives lie on both sides; binding response (% of control), % at 10 µM; actives 1.1% (n = 290,000); AID 1531; in the data active = binding response below about 67% or above about 130%; inconclusive = no clear call, values can overlap the other calls; inactive = in between
GalR3 antagonist: blocks the human galanin receptor 3 | HEK293 GalR3-CNG cAMP membrane potential fluorescence; galR3 body fused to GalR1 C-terminus | inhibition, % at 3 µM | actives 0.44% (n = 360,000);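 active = inhibition above the screen-wide average plus 3 SD, cut at about 13% in these data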;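 note: forskolin and galanin both at EC90 stimulate the cells; cAMP rise reported by CNG channel membrane potential dye signal; 0% = forskolin plus galanin with DMSO and 100% = forskolin alone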
Target sequence (O60755 1-299 limits assumed): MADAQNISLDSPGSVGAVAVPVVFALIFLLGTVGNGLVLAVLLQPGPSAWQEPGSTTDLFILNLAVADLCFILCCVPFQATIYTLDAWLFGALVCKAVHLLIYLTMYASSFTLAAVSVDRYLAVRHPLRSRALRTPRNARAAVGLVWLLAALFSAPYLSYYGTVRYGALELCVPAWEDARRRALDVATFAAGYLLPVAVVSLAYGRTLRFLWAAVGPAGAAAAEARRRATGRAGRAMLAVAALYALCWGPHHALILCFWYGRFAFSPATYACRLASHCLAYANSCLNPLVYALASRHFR
MEKK3 PB1 HTS: MEKK3-MEK5 PB1 interaction, increase or decrease. Q99759. bead-based flow cytometry, Alexa488-MEK5 binding to MEKK3; actives lie on both sides; 0 = blocked by unlabeled MEK5, 100 = vehicle. binding response (% of control), % at 10 µM. actives 1.4% (n = 290,000);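 active = binding response more than 3 SD above or below the average of its plate-row segment, actives on both sides; inconclusive = wells at one plate position flagged as instrument error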;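 note: Alexa488 bead fluorescence after subtracting the streptavidin-only scavenger bead signal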
Target sequence (Q99759 whole entry, looked up): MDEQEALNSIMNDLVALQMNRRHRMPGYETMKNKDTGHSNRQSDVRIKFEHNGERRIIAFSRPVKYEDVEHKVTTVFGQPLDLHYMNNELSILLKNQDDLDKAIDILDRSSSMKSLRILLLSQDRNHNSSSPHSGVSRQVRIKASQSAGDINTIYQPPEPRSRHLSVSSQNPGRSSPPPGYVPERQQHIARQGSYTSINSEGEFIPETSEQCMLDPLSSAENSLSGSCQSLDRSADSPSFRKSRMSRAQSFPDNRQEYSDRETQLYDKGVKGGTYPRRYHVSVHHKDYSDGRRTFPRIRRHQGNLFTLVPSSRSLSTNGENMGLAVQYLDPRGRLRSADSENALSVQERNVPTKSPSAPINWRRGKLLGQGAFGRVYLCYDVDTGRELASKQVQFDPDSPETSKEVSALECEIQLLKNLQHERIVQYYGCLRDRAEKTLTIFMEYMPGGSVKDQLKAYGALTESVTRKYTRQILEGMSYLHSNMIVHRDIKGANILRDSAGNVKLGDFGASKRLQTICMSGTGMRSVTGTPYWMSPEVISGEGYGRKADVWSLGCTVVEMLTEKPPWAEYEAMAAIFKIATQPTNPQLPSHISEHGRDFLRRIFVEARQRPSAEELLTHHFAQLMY
The depositor's hits bear a star; u = inconclusive; x = no result given; [ ] = another dose, or the depositor's remark. Not all compounds are listed, so the mix of outcomes need not match the whole.

The line under a structure holds: CRFR2-BP ag	NS3 helicase inh	CRFR2-BP antag	MEKK2 mut-MEK5	FID counter	SUMO HTRF inh	MEKK2wt PB1 HTS	GalR3 antagonist	MEKK3 PB1 HTS
(1) COc1ccc(CC(=O)c2c(O)cc(O)cc2O)cc1OC
    0.3	15	1	-6	-7	9	105	-4	81
(2) CC(C(=O)NCc1ccc(Cl)cc1)n1cccc1C(=O)c1ccccc1 (stereo not drawn)
    -3.8	11	-2	-6	-50	-9	90	-9	97
(3) Cc1ccc(-c2nn(CC(=O)N(C)C)c(=O)c3ccccc23)cc1S(=O)(=O)N(C)C
    -0.5	7	-35	-2	-23	-8	96	2	95
(4) O=C1CC(=O)N(CCNc2ncc(C(F)(F)F)cc2Cl)C(=O)N1
    6.4	4	-3	7	-17	32	104	-5	105
(5) CCOC(=O)c1c(NC(=O)Cn2nnc(-c3ccc(Cl)cc3)n2)sc(C)c1C
    -0.1	5	-9	-1	5	7	97	-2	94
(6) Cc1ccc(C(=O)Nn2c(O)c(C=C3N=c4ccccc4=N3)sc2=S)cc1
    7.9	5	-9	-6	25	3	39*[inhibitor]	-3	72
(7) C=CCOc1cccc(C2c3c(oc4ccccc4c3=O)C(=O)N2c2ccccn2)c1 (stereo not drawn)
    0.7	-2	14	2	4	16	100	4	100
(8) Cc1nn(-c2nnc(NC3CCCCC3)nn2)c(C)c1Br
    -0.1	2	-27	-7	-2	6	84	-2	87
(9) O=C1CC(Cc2ccc(Cl)cc2)C(=O)N1c1cc(Cl)ccn1 (stereo not drawn)
    -0.3	2	10	0	-7	20	98	-4	100
(10) CC(=O)NS(=O)(=O)c1ccc(NC(=O)C(Sc2ccccc2)c2ccccc2)cc1 (stereo not drawn)
    -0.4	15	-5	5	-25	10	99	6	101
(11) O=C1OCCN/C1=C\C(=O)c1ccccc1
    0.1	4	9	-1	-7	5	103	-6	103
(12) O=C(NCc1ccco1)c1ccccc1O
    -1.1	-1	11	9	0	14	110	-7	106
(13) O=C(c1cc(COc2c(F)cccc2F)on1)N1C[C@H]2CC[C@H]1C2
    -3.1	8	1	-24	-23	-4	68	2	49*[inhibitor]
(14) CCOC(=O)N1CCC(N2Cc3cccc(C(=O)NCc4ccc(OC)cc4)c3C2=O)CC1
    x	-4	x	-3	-38	6	89	x	90
(15) O=C1c2cc(CO)cc(O)c2C(=O)c2c(O[C@@H]3OC(CO)[C@@H](O)[C@@H](O)[C@@H]3O)cccc21 (stereo partly drawn)
    -1.6	x	-1	1	x	x	101	1	102
(16) C[C@@]12CCC=C[C@H]1[C@H](c1ccc3ccccc3c1)N(Cc1ccccc1)C2=O
    -0.5	x	0	-3	x	-18	94	-1	93
(17) CCc1nnc(NC(=O)CSc2nnc(CNc3ccc(OC)cc3)n2C)s1
    0.7	3	5	-2	-11	-10	105	-1	102
(18) O=[N+]([O-])c1ccccc1CN1CCN(c2ncccn2)CC1
    -0.3	3	5	4	2	13	105	-8	106
(19) Cc1ccc(CCNC(=O)C2CCN(S(=O)(=O)N3CCCC3)CC2)cc1
    -0.7	3	9	3	-9	17	100	-9	99
(20) CC(CO)NCC12CC3CC(CC(C3)C1)C2 (stereo not drawn)
    0.8	-4	17	-1	-5	1	103	1	109
(21) O=C(Nc1nc2c(s1)CCCC2)c1cccnc1
    1.2	1	-24	10	-5	-1	113	x	122
(22) O=S1(=O)C[C@@H](N2CCOCC2)[C@H](N2CCOCC2)C1
    -0.2	9	-1	3	0	6	103	-5	111
(23) COC(=O)c1[nH]c2cccc(OC)c2c1NC(=O)CN(C)CC1OCCO1
    -0.8	1	15	-1	-8	34	101	-5	100
(24) CC(C)C[C@@H]1NC(=O)[C@H](CO)NC(=O)c2cc([N+](=O)[O-])cc(I)c2OCC[C@@H](C(N)=O)NC1=O
    0.9	-1	3	4	-20	2	100	x	107
(25) Cn1nc(C(=O)Oc2cc(=O)n(C)c3ccccc23)c2ccccc2c1=O
    0.7	4	9	-2	5	5	103	-5	99
(26) Cc1ccc(N(C(=O)Cn2nnc(-c3cccs3)n2)C(C(=O)NC2CCCC2)c2ccncc2)cc1 (stereo not drawn)
    4.3	0	21	0	-4	23	98	-4	99
(27) COC(=O)CC1C(=O)NCCN1Cc1cn(-c2ccc(C)cc2)nc1-c1cccc(C)c1 (stereo not drawn)
    -0.6	-4	-7	5	-27	-19	105	-5	104
(28) CCC(=O)N(Cc1cc2cc(C)c(C)cc2[nH]c1=O)C1CCCCC1
    7.1	-3	-28	-1	-30	18	99	-2	99
(29) COc1ccc(S(=O)(=O)Nc2ccc(NC(C)=O)cc2)cc1Br
    -0.2	1	-7	1	0	8	100	-8	98
(30) CCc1noc(C)c1C(=O)N1CCCC(N2CCN(c3ccccc3F)CC2)C1 (stereo not drawn)
    0.2	5	6	11	-19	9	109	-3	106

Part of the list above, limited to MEKK2 mut-MEK5:
entry	SMILES	MEKK2 mut-MEK5
30	CCc1noc(C)c1C(=O)N1CCCC(N2CCN(c3ccccc3F)CC2)C1 (stereo not drawn)	11
26	Cc1ccc(N(C(=O)Cn2nnc(-c3cccs3)n2)C(C(=O)NC2CCCC2)c2ccncc2)cc1 (stereo not drawn)	0

Carrying on.
The line under a structure holds: CRFR2-BP ag	NS3 helicase inh	CRFR2-BP antag	MEKK2 mut-MEK5	FID counter	SUMO HTRF inh	MEKK2wt PB1 HTS	GalR3 antagonist	MEKK3 PB1 HTS
(31) CC(C)N(CCc1ccncc1)C(=S)Nc1ccc(F)c(Cl)c1
    0.4	-4	8	3	-2	11	107	-4	104
(32) COc1ccc(CCNc2ccc(C(CC(N)=O)NC(=O)Cc3cccc4ccccc34)cc2[N+](=O)[O-])cc1 (stereo not drawn)
    -2.8	x	7	4	x	35	105	2	105
(33) COc1ccc(S(=O)(=O)Nc2c(C)c(C)cc3c2ncn3C)cc1
    0.0	6	-34	-10	-8	-1	101	1	105
(34) Cc1cc(C(=O)N/N=C/c2cc([N+](=O)[O-])cc(C)c2O)n[nH]1
    -0.1	-4	1	5	4	-22	118	-1	107
(35) CCC(C)c1ccc(S(=O)(=O)Nc2cccnc2)cc1 (stereo not drawn)
    -1.4	14	15	12	-9	6	102	-8	103
(36) Cn1nnc(NC(=O)C(c2ccccc2)c2ccccc2)n1
    2.4	3	-11	-8	-5	-8	93	-7	97
(37) CC(=O)N=C1SC2CS(=O)(=O)CC2N1Cc1ccc(C)cc1 (stereo not drawn)
    0.5	5	-5	1	1	7	102	0	105
(38) Cc1cccc(NC(=O)c2ccccc2NC(=O)C2CCCCC2)c1C
    -0.1	6	-17	5	-1	-9	92	-10	108
(39) COc1cc(-c2nnc(SCC(=O)c3ccccc3)o2)cc(OC)c1OC
    -1.7	-10	-23	1	-25	2	98	-2	101
(40) CC(C)CC(=O)N1CCN(Cc2ccccc2Cl)CC1
    0.5	30	-3	0	-6	1	97	-5	95
(41) COc1ccc(C(C(=O)NC2CCCC2)N(C(=O)c2ccco2)c2ccccc2OC)cc1 (stereo not drawn)
    -1.9	-17	2	0	-40	-1	101	-10	100
(42) COc1cc(OC)c(OC)cc1CN1CCC(O)CC1
    -1.2	-8	16	12	-1	21	102	-6	105
(43) COc1ccc(C(=O)Nc2ccccc2C(=O)Nc2ccncc2)cc1
    -3.3	4	7	8	1	-1	102	0	105
(44) Cc1ccc(CNC(=O)C2CCN(S(=O)(=O)c3ccc(Br)s3)CC2)cc1
    0.4	-18	-9	-3	-38	10	92	-9	98
(45) Cc1nc(-c2nc(CC(=O)NNC(=O)c3ccc(Cl)cc3)cs2)cs1
    -1.2	-11	-4	-5	-2	22	84	1	86
(46) Cc1cc([N+](=O)[O-])nn1CC(=O)N1CCN(Cc2ccccc2)CC1
    -1.2	3	9	-46	-2	12	u	-6	u
(47) CCCCNC(=O)c1ccc(CS(=O)(=O)c2cccc(C(F)(F)F)c2)o1
    -1.7	-3	5	-16	-19	4	83	-2	77
(48) Cc1occc1-c1nnc(SCC(=O)Nc2ccc(F)cc2)n1Cc1ccccc1
    -1.3	7	-7	-21	-18	-1	2.0*[inhibitor]	-4	2.0*[inhibitor]
(49) O=C(OCC(=O)N1N=C(c2ccc(Cl)cc2)CC1c1ccco1)c1ccccc1O (stereo not drawn)
    0.5	-2	-8	6	-7	-2	115	0	112
(50) COc1ccc(-n2c(CNC(=O)COc3ccc(Cl)cc3)n[nH]c2=S)cc1
    0.9	2	-2	6	-18	-5	104	3	104
(51) O=C(N/N=C/c1ccccc1C(=O)O)c1ccc(COc2cccc3cccnc23)cc1
    -0.5	7	-1	-2	-40	15	90	-4	92
(52) O=C(COc1ccc(-n2ccnc2)cc1)Nc1cccc(Cl)c1
    1.4	2	2	3	-2	-4	103	3	103
(53) COc1ccccc1Cc1noc(C(C)(C)NC(=O)c2ccccc2)n1
    -0.7	6	-12	8	-12	19	116	-7	109
(54) O=C(COC(=O)C1CCN(S(=O)(=O)c2cccs2)CC1)c1cc2ccccc2o1
    0.7	5	-17	7	-3	-12	102	1	103
(55) COc1ccc(Cl)cc1NC(=O)CN(C)Cc1cccs1
    -1.2	-2	7	-2	-13	-8	100	-11	104
(56) CC1CCN(S(=O)(=O)c2ccc3[nH]c(=O)c(=O)[nH]c3c2)CC1
    0.0	13	-4	0	-3	1	101	-4	101
(57) CCC(=O)Nc1ccc(S(=O)(=O)NCCc2ccccc2)cc1
    1.2	1	-5	-1	-5	-5	99	-5	101
(58) Cc1ccc(S(=O)(=O)/N=C/c2ccco2)cc1
    -2.5	5	16	7	-2	17	105	-3	106
(59) O=C(Cn1ncc2c1-c1ccccc1OC2)N1CCN(Cc2ccc3c(c2)OCO3)CC1
    -3.2	-3	14	13	-25	6	113	x	114
(60) CC(=O)NS(=O)(=O)c1ccc2c(c1)Cc1cc(S(=O)(=O)NC(C)=O)ccc1-2
    -0.4	2	2	2	0	0	108	0	101
(61) COc1cc(Cl)ccc1OCc1cc(C(=O)N2C[C@H]3CC[C@H]2C3)no1
    -0.6	4	4	8	-44	8	107	-1	103
(62) Cn1c(SCC(=O)Nc2cccc3ccccc23)nc(O)cc1=O
    -0.2	17	-4	-1	-6	6	101	-7	103
(63) CC(C)Sc1oc(-c2ccco2)nc1S(=O)(=O)c1ccc(F)cc1
    0.2	18	-16	-1	-23	28	98	-6	100
(64) CN(C)CCCNCCCNC(=O)/C(=N\O)c1ccccn1
    1.7	2	-10	-3	14	9	97	-1	100
(65) COc1cccc(C(C(=O)NCc2ccco2)N(Cc2ccco2)C(=O)Cn2nnc3ccccc32)c1 (stereo not drawn)
    -0.9	-1	1	1	-27	8	93	-4	83
(66) CCOC(=O)C1CCN(C(=O)c2cc3cc(C)ccc3[nH]2)CC1
    1.2	-1	8	2	-34	13	109	-3	108
(67) CCOc1ccc(N(C(=O)c2snc(C(N)=O)c2N)C(C(=O)NC2CCCC2)C(C)C)cc1 (stereo not drawn)
    -0.6	-10	19	1	-35	-17	96	-9	99
(68) CC(=O)/C=C1\SC(CC(=O)O)C(=O)N1c1ccccc1 (stereo not drawn)
    0.0	1	-4	-4	1	0	103	-5	100
(69) COC(=O)c1ccccc1NCC(=O)c1ccc(OC)cc1
    -1.6	12	21	1	-11	-2	106	-9	101
(70) COc1ccc(C2CC2C(C)=O)cc1 (stereo not drawn)
    2.9	-5	-4	5	-2	-12	121	-6	134*
(71) COC(=O)c1ccc(OC(=O)c2ccccn2)cc1
    1.2	5	16	-16	-2	14	68	0	57
(72) COc1cccc(C(=O)N2CCSC2=S)c1
    17	-5	23	-2	0	12	98	1	94
